14-3-3 Bad PPI = disrupts binding of bovine 14-3-3 zeta to phospho-Bad peptide; P63103; inhibition, % at 21.7 µM; 220,000 tested, 0.71% active; AID 781; TR-FRET 14-3-3zeta/Dy647-pBad peptide displacement, 1 h;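 active means inhibition above about 70%, limit read from the data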;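 further: 0% = full 14-3-3 plus peptide FRET controls and 100% = background without 14-3-3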
Target sequence (P63103 whole entry, looked up): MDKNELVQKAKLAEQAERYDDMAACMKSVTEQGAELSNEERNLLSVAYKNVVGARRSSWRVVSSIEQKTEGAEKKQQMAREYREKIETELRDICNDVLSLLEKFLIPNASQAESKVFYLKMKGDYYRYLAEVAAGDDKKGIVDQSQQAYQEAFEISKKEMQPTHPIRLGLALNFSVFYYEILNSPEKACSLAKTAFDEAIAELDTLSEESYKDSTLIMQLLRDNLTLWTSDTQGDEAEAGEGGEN
FXIIa inh 1536 = inhibitors of human coagulation factor XIIa. P00748. purified FXIIa, Boc-QGR-AMC fluorogenic substrate, 2 h. inhibition, % at 5 µM. 220,000 tested, 0.3% active. AID 800; in the data active means inhibition above about 40%;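 further: 0% = enzyme with no compound and 100% = blank without enzyme; many of its hits are not listed in these tables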
Runt-CBFb FRET = inhibitors of human RUNX1 Runt domain binding to CBFb; Cerulean-Runt/Venus-CBFb FRET ratio 530/480, 1 h; inhibition, % at 20 µM; 220,000 tested, 0.46% active; Q01196+Q13951;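 active means inhibition over about 50% at 20 µM in the single-dose screen, limit read from the data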;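 further: 0% = DMSO wells and 100% = excess unlabeled CBFb competitor control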
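Buffer or medium: Tris pH 7.5 buffer with BSA. Assay system: Cerulean-labeled Runt domain protein. Amount: each fluorescent fusion protein 100 nM. Read-out basis: loss of energy transfer signal. Incubation: 1 h compound exposure, room temperature. Probe or stimulus: Venus-CBFb binding partner, 100 nM. Detection: FRET, excitation 422 nm, emission at 530 and 480 nm.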
FXIa inh 1536 = blocks human coagulation factor XIa protease activity; P03951; purified FXIa, Boc-Glu-Ala-Arg-AMC fluorogenic substrate; inhibition, % at 5 µM; 220,000 tested, 0.14% active; AID 798;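 active means inhibition of at least 40%; inactive means inhibition below 40%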;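 further: fluorescence of freed AMC excited at 355 nm; 0% = enzyme without compound and 100% = no enzyme blank; many of its hits are not listed in these tables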
Target sequence (P03951 19-387 limits assumed): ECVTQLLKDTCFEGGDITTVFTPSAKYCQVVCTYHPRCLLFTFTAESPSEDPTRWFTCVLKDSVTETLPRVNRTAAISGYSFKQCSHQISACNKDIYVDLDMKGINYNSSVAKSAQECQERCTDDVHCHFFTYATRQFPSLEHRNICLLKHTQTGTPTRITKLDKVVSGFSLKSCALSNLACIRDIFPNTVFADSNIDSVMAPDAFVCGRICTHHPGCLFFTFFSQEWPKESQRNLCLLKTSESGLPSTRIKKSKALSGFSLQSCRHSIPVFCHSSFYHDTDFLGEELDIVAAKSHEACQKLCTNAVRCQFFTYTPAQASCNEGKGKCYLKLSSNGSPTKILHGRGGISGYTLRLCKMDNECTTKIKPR
Target sequence (P03951 388-625 limits assumed): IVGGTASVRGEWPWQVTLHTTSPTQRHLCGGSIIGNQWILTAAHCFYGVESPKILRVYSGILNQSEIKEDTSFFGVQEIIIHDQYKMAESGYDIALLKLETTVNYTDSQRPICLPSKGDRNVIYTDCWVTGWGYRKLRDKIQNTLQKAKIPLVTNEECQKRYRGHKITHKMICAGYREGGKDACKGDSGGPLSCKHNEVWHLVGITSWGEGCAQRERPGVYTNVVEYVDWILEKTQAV
Wee1 stabilizer = inhibitors of human Wee1 degradation | 220,000 tested, 1.2% active | reporter increase, % at 5 µM | HeLa Luc-Wee1K328M stability, luciferase luminescence; 100% = proteasome inhibitor MG132 effect | P30291;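 active means activation above the mean of all tested compounds plus 3 SD, set per screening run, cut at about 8.8% in these data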;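 further: cells exposed to compound for 20 h before luminescence read; 0% = DMSO alone and 100% = MG132 at 30 µM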
Thrombin inh = inhibitors of human thrombin. alpha-thrombin, Boc-VPR-AMC fluorogenic substrate cleavage. inhibition, % at 5 µM. 220,000 tested, 0.26% active. AID 1046;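 active means inhibition at or above 40%; inactive means inhibition below 40%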;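 further: 0% = enzyme with no compound and 100% = wells without enzyme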
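System – human alpha-thrombin · Medium – pH 7.5 Tris (50 mM) with NaCl 150 mM, Tween 20 0.05% · Compound – single-point dosing at 5 µM, 0.2% DMSO · Incubation – enzyme reaction carried out at room temperature · Technique – fluorescence of released AMC, ex 355 nm, em 460 nm · Read-out basis – % inhibition of thrombin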
Hck-Nef inh = human Hck-Nef kinase inhibition. AID 463187. inhibition, % at 20 µM. 220,000 tested, 0.68% active. P08631. Recombinant Hck-YEEI plus Nef, Z-Lyte FRET kinase assay;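 active means Hck-Nef kinase inhibition above about 50%, limit read from the data; inactive means inhibition below that limit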;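 further: 0% = DMSO with Hck plus Nef and 100% = Hck alone without Nef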
hK5 inh = blocks human kallikrein 5 protease activity; Q9Y337; inhibition, % at 5 µM; recombinant hK5, fluorogenic AMC substrate cleavage; 210,000 tested, 0.59% active;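 active means inhibition of 40% or more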;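 further: 0% = enzyme controls without compound and 100% = no-enzyme blanks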
Target sequence (Q9Y337 67-293 limits assumed): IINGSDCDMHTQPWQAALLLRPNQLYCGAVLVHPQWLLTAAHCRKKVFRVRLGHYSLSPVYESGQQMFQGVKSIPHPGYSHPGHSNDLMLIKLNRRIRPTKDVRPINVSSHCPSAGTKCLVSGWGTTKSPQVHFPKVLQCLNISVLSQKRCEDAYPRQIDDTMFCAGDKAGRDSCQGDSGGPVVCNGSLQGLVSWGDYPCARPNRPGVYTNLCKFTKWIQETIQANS
Runt-SMMHC FRET = blocks binding of human RUNX1 Runt domain to CBFb-SMMHC | Q01196+Q13951 | Cerulean-Runt/Venus-CBFb-SMMHC FRET ratio 530/480, 1 h | inhibition, % at 20 µM | 220,000 tested, 0.74% active | AID 1434;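 active means mean inhibition across duplicate retests at 20 µM reaching about 50%, limit read from the data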;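 further: 0% = DMSO wells and 100% = wells with excess untagged CBFb-SMMHC; inhibitors lower the FRET ratio by blocking Runt binding to CBFb-SMMHC; some results filed as inactive read as strong as hits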
Active calls of the source: *; [ ] = another dose, or the depositor's remark. No enrichment for hits; 4.2% or so of the library scored in one or more.

O=C(COc1cccc2ccccc12)NNC(=O)C1CCCO1 (centres undefined) was read as 14-3-3 Bad PPI 7, FXIIa inh 1536 9, Runt-CBFb FRET -2, FXIa inh 1536 2, Wee1 stabilizer -2, Thrombin inh -6, Hck-Nef inh 1, hK5 inh -2 and Runt-SMMHC FRET 1.
`Cc1cc(C)nc(N(C#N)CN2C(=O)c3ccccc3C2=O)n1` gave 14-3-3 Bad PPI -11[fluorescence artefact?], FXIIa inh 1536 4, Runt-CBFb FRET -2, FXIa inh 1536 -5, Wee1 stabilizer 3, Thrombin inh -4, Hck-Nef inh -1, hK5 inh -2 and Runt-SMMHC FRET -4.
For COc1ccc(OCC(=O)N/N=C\c2ccco2)cc1 the results were 14-3-3 Bad PPI 1, FXIIa inh 1536 2, Runt-CBFb FRET 0, FXIa inh 1536 -5, Wee1 stabilizer 4, Thrombin inh -2, Hck-Nef inh 10, hK5 inh 0 and Runt-SMMHC FRET 0.
Screening Clc1ccc(CCNc2nc3ccccc3s2)cc1 returned 14-3-3 Bad PPI 0[fluorescence artefact?], FXIIa inh 1536 2, Runt-CBFb FRET -1, FXIa inh 1536 -4, Wee1 stabilizer 1, Thrombin inh -5, Hck-Nef inh 2, hK5 inh -1 and Runt-SMMHC FRET -6.
For O=C(CNC(=O)c1ccc(Cl)cc1)N/N=C/C=C/c1ccccc1 the results were 14-3-3 Bad PPI 25[fluorescence artefact?], FXIIa inh 1536 3, Runt-CBFb FRET 1, FXIa inh 1536 3, Wee1 stabilizer 3, Thrombin inh 6, Hck-Nef inh 0, hK5 inh -3 and Runt-SMMHC FRET 4.
`Cc1cccc(Nc2nccc(N(C)C)c2C#N)c1` gave 14-3-3 Bad PPI -12, FXIIa inh 1536 7, Runt-CBFb FRET 2, FXIa inh 1536 0, Wee1 stabilizer 3, Thrombin inh -2, Hck-Nef inh -4 and Runt-SMMHC FRET 2.
`Cc1cccc(-n2ncc3c(N)ncnc32)c1` gave 14-3-3 Bad PPI 11, FXIIa inh 1536 6, Runt-CBFb FRET -1, FXIa inh 1536 0, Wee1 stabilizer -1, Thrombin inh 0, Hck-Nef inh 7, hK5 inh -9 and Runt-SMMHC FRET -7.
`CCOc1ccc(CCNC(=O)CCc2nc(-c3ccc(OC)cc3)no2)cc1OCC` gave 14-3-3 Bad PPI 3, FXIIa inh 1536 19, Runt-CBFb FRET -1, FXIa inh 1536 4, Wee1 stabilizer 1, Thrombin inh 5, Hck-Nef inh 1, hK5 inh -3 and Runt-SMMHC FRET -3.
For O=C(c1sc2ccccc2c1Cl)N(Cc1ccccc1Cl)C1CCS(=O)(=O)C1 (centres undefined) the results were 14-3-3 Bad PPI -3, FXIIa inh 1536 10, Runt-CBFb FRET 1, FXIa inh 1536 2, Wee1 stabilizer 9.4*, Thrombin inh 6, Hck-Nef inh 1, hK5 inh -8 and Runt-SMMHC FRET -4.
Screening Cc1cccc(NS(=O)(=O)c2cc(C(=O)OC(C)C(=O)NCc3ccc4c(c3)OCO4)ccc2C)c1 (centres undefined) returned 14-3-3 Bad PPI -3[fluorescence artefact?], FXIIa inh 1536 6, Runt-CBFb FRET 2, FXIa inh 1536 -8, Wee1 stabilizer -2, Thrombin inh -3, Hck-Nef inh 2, hK5 inh 7 and Runt-SMMHC FRET -1.
For O=C1C(Cl)=C(Nc2ccccc2O)C(=O)N1c1ccccc1 the results were 14-3-3 Bad PPI -15[fluorescence artefact?], FXIIa inh 1536 13, Runt-CBFb FRET 27, FXIa inh 1536 6, Wee1 stabilizer -1, Thrombin inh 6, Hck-Nef inh -1, hK5 inh 6 and Runt-SMMHC FRET 14.
Screening Cc1ccccc1C(=O)NC(C)c1ccc2c(c1)CCCC2 (centres undefined) returned 14-3-3 Bad PPI -4, FXIIa inh 1536 3, Runt-CBFb FRET -1, FXIa inh 1536 -7, Wee1 stabilizer 2, Thrombin inh -4, Hck-Nef inh 0, hK5 inh -7 and Runt-SMMHC FRET 6.
Screening O=C(CCN1C(=O)C2C3C=CC(C3)C2C1=O)N1CCN(c2ccccc2Cl)CC1 (centres undefined) returned 14-3-3 Bad PPI -8, FXIIa inh 1536 10, Runt-CBFb FRET 1, FXIa inh 1536 -3, Wee1 stabilizer -2, Thrombin inh -1, Hck-Nef inh 1, hK5 inh -24 and Runt-SMMHC FRET 0.
For O=C(O)c1ccc(Cl)c(N2C(=O)Nc3ccccc3N2O)c1 the results were 14-3-3 Bad PPI -5, FXIIa inh 1536 9, Runt-CBFb FRET 2, FXIa inh 1536 -3, Wee1 stabilizer 0, Thrombin inh -7, Hck-Nef inh 18, hK5 inh -1 and Runt-SMMHC FRET 0.
CCOc1ccc2nc(CN3CCN(Cc4ccsc4)C(CCO)C3)ccc2c1 (centres undefined) was read as 14-3-3 Bad PPI -14, FXIIa inh 1536 7, Runt-CBFb FRET 0, FXIa inh 1536 13, Wee1 stabilizer 0, Thrombin inh -3, Hck-Nef inh 26, hK5 inh -2 and Runt-SMMHC FRET -1.

Overlap with the part before: three entries, then new ones.
Screening O=C(CCN1C(=O)C2C3C=CC(C3)C2C1=O)N1CCN(c2ccccc2Cl)CC1 (centres undefined) returned 14-3-3 Bad PPI -8, FXIIa inh 1536 10, Runt-CBFb FRET 1, FXIa inh 1536 -3, Wee1 stabilizer -2, Thrombin inh -1, Hck-Nef inh 1, hK5 inh -24 and Runt-SMMHC FRET 0.
For O=C(O)c1ccc(Cl)c(N2C(=O)Nc3ccccc3N2O)c1 the results were 14-3-3 Bad PPI -5, FXIIa inh 1536 9, Runt-CBFb FRET 2, FXIa inh 1536 -3, Wee1 stabilizer 0, Thrombin inh -7, Hck-Nef inh 18, hK5 inh -1 and Runt-SMMHC FRET 0.
CCOc1ccc2nc(CN3CCN(Cc4ccsc4)C(CCO)C3)ccc2c1 (centres undefined) was read as 14-3-3 Bad PPI -14, FXIIa inh 1536 7, Runt-CBFb FRET 0, FXIa inh 1536 13, Wee1 stabilizer 0, Thrombin inh -3, Hck-Nef inh 26, hK5 inh -2 and Runt-SMMHC FRET -1.
Screening O=C(Nc1ccc(O)cc1)c1c(O)c2c([nH]c1=O)CCCC2 returned 14-3-3 Bad PPI 37, Runt-CBFb FRET -1, FXIa inh 1536 -5, Wee1 stabilizer 14*, Thrombin inh -11, Hck-Nef inh -15, hK5 inh -4 and Runt-SMMHC FRET 0.
CSc1nnc2ccc(-c3ccccn3)nn12 was read as 14-3-3 Bad PPI -13, FXIIa inh 1536 5, Runt-CBFb FRET -1, FXIa inh 1536 0, Wee1 stabilizer 0, Thrombin inh 0, Hck-Nef inh 20, hK5 inh -1 and Runt-SMMHC FRET 0.
Cc1nc2cc(-c3cccs3)nn2c(NCC(C)(C)CN(C)C)c1C was read as 14-3-3 Bad PPI -11, FXIIa inh 1536 7, Runt-CBFb FRET 0, FXIa inh 1536 -5, Wee1 stabilizer -1, Thrombin inh -7, Hck-Nef inh 25, hK5 inh -2 and Runt-SMMHC FRET 3.
`COc1ccc(Cl)cc1N1C(=O)C2CCCN2C1c1ccc(F)cc1` (centres undefined) gave 14-3-3 Bad PPI -3, FXIIa inh 1536 21, Runt-CBFb FRET 1, FXIa inh 1536 -3, Wee1 stabilizer 0, Thrombin inh -5, Hck-Nef inh 0, hK5 inh -2 and Runt-SMMHC FRET -6.
Screening COC(=O)c1cc(S(=O)(=O)Nc2ccsc2C(=O)OC)oc1C returned 14-3-3 Bad PPI 7, FXIIa inh 1536 9, Runt-CBFb FRET -1, FXIa inh 1536 4, Wee1 stabilizer 4, Thrombin inh 3, Hck-Nef inh 15, hK5 inh 4 and Runt-SMMHC FRET 2.
Screening CCN=C1S/C(=C\c2cn(CC(=O)NCCOC)c3ccccc23)C(=O)N1CC returned 14-3-3 Bad PPI -1, FXIIa inh 1536 0, Runt-CBFb FRET -1, FXIa inh 1536 -5, Wee1 stabilizer 1, Thrombin inh -3, Hck-Nef inh 18, hK5 inh -4 and Runt-SMMHC FRET -3.
`O=C(CN1CCOCC1)Nc1cc(C(F)(F)F)ccc1Cl` gave 14-3-3 Bad PPI 0, FXIIa inh 1536 2, Runt-CBFb FRET -2, FXIa inh 1536 1, Wee1 stabilizer 1, Thrombin inh 2, Hck-Nef inh -12, hK5 inh -13 and Runt-SMMHC FRET -2.
For O=[N+]([O-])c1ccc(O)c(N=Cc2sc3ccccc3c2O)c1 the results were 14-3-3 Bad PPI -12, FXIIa inh 1536 3, Runt-CBFb FRET 16, FXIa inh 1536 9, Wee1 stabilizer -4, Thrombin inh 0, Hck-Nef inh 3, hK5 inh -54 and Runt-SMMHC FRET 48.
For CCCC(c1nnnn1Cc1cccs1)N1CCN(C2CCCC2)CC1 (centres undefined) the results were 14-3-3 Bad PPI 29[fluorescence artefact?], FXIIa inh 1536 8, Runt-CBFb FRET 2, FXIa inh 1536 2, Wee1 stabilizer -1, Thrombin inh -4, Hck-Nef inh -1, hK5 inh 1 and Runt-SMMHC FRET 3.
For CNC(=S)NNC(=O)c1cn(C)nc1C the results were 14-3-3 Bad PPI -11, Runt-CBFb FRET 4, FXIa inh 1536 -2, Wee1 stabilizer 0, Thrombin inh -4, Hck-Nef inh 12, hK5 inh -1 and Runt-SMMHC FRET 3.
`CC(=O)CC(=O)Nc1ccn(-c2ccccc2)n1` gave 14-3-3 Bad PPI -20[fluorescence artefact?], FXIIa inh 1536 0, Runt-CBFb FRET 1, FXIa inh 1536 2, Wee1 stabilizer -3, Thrombin inh -6, Hck-Nef inh -16, hK5 inh -17 and Runt-SMMHC FRET -1.
`Cc1ccc(CCNC(=O)c2nnn(-c3cccc(C)c3)c2N)cc1` gave 14-3-3 Bad PPI 3, FXIIa inh 1536 -8, Runt-CBFb FRET -4, FXIa inh 1536 -1, Wee1 stabilizer 0, Thrombin inh 0, Hck-Nef inh 3, hK5 inh 2 and Runt-SMMHC FRET 5.
`NC(=O)COC(=O)c1cc([N+](=O)[O-])ccc1NCCO` gave 14-3-3 Bad PPI 0, FXIIa inh 1536 4, Runt-CBFb FRET -1, FXIa inh 1536 5, Wee1 stabilizer 0, Thrombin inh -2, Hck-Nef inh 7, hK5 inh 3 and Runt-SMMHC FRET -2.
`COC(=O)c1cc(C#N)c(OC)nc1C` gave 14-3-3 Bad PPI -10, FXIIa inh 1536 10, Runt-CBFb FRET 0, FXIa inh 1536 0, Wee1 stabilizer -2, Thrombin inh -8, Hck-Nef inh 24, hK5 inh 11 and Runt-SMMHC FRET 1.
For CCOC(=O)C1CCN(CCC(=O)Nc2cccc(C)c2)CC1 the results were 14-3-3 Bad PPI -7, FXIIa inh 1536 2, Runt-CBFb FRET 0, FXIa inh 1536 -5, Wee1 stabilizer -3, Thrombin inh -11, Hck-Nef inh 15, hK5 inh -2 and Runt-SMMHC FRET 0.
Screening COc1ccc(/C=C/C(=O)NC2CCCCCC2)cc1S(=O)(=O)N1CCOCC1 returned 14-3-3 Bad PPI -8[fluorescence artefact?], FXIIa inh 1536 10, Runt-CBFb FRET -6, FXIa inh 1536 7, Wee1 stabilizer -2, Thrombin inh -4, Hck-Nef inh 9, hK5 inh -19 and Runt-SMMHC FRET -1.
